Cav3 T inh: human Cav3.2 channel inhibition, primary screen; Cav3.2-expressing cells, Fluo-4 calcium fluorescence FDSS; active compounds read low; 100,000 tested, 4% active; B-score at 10 µM; AID 449739; O95180;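 active = single-dose well whose peak fluorescence ratio is a statistical outlier from its plate by either plate-standardised score or position-corrected B-score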
Target sequence (O95180 whole entry, looked up): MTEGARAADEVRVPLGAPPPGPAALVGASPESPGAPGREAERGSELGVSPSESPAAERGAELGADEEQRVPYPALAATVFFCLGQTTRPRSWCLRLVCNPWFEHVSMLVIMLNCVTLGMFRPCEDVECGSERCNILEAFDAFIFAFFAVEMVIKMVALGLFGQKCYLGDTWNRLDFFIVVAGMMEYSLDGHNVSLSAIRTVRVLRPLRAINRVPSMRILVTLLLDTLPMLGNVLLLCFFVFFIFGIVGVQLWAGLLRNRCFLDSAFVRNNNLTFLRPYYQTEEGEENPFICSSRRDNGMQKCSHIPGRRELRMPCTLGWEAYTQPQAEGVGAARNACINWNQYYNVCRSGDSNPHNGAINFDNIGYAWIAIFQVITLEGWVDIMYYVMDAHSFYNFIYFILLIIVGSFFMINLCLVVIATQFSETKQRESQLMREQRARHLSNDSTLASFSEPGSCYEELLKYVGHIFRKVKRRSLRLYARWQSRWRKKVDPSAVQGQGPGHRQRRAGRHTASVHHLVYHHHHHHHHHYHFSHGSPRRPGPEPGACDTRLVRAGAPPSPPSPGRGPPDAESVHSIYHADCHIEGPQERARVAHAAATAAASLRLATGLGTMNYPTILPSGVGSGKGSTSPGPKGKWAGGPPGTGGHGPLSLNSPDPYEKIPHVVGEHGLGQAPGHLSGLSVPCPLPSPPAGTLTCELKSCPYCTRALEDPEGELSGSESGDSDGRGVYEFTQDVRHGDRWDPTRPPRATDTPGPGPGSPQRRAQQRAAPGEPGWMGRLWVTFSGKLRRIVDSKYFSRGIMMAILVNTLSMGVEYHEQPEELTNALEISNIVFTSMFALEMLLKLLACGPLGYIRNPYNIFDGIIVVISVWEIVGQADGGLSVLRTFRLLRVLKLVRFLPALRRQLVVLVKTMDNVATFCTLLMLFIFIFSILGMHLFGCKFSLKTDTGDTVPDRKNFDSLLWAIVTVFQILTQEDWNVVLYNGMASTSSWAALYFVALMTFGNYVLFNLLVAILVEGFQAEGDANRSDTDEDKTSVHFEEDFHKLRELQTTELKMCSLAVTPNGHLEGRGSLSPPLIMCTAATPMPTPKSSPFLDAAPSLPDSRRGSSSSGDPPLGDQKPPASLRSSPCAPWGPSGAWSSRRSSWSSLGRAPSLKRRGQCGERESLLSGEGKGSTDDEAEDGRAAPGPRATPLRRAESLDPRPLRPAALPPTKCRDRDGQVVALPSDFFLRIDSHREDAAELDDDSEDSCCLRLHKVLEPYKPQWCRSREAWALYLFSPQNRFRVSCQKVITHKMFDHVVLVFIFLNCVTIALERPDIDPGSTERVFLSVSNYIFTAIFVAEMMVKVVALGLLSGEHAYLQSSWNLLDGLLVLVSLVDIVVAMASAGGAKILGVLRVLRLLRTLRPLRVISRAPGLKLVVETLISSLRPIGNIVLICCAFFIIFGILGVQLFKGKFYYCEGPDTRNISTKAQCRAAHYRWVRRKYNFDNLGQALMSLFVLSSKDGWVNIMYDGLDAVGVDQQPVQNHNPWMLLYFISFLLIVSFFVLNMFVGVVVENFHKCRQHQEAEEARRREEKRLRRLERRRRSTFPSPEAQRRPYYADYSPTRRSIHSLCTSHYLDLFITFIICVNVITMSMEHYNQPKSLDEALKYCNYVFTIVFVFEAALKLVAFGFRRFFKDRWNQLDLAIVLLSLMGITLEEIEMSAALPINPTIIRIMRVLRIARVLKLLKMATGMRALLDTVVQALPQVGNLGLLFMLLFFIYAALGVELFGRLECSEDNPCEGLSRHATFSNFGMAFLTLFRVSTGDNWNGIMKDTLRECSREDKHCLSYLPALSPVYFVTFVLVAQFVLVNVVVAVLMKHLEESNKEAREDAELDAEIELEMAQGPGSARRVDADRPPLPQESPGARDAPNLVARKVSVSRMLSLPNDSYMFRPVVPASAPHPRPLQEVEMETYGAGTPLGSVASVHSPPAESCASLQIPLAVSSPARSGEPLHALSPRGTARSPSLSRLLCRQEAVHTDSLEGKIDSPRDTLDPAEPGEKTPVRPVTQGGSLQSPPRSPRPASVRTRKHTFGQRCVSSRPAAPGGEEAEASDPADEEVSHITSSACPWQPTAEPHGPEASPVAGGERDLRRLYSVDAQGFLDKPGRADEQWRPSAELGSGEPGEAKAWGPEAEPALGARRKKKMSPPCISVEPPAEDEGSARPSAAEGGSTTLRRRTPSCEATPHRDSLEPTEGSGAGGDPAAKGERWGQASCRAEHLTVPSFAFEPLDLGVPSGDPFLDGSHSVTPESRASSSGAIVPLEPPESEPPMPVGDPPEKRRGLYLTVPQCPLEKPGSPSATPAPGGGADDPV
An asterisk follows results filed as active. Some of the compounds tested. The share of hits here may be higher or lower than overall.

CCn1c(SCC(=O)c2ccc(NS(=O)(=O)c3ccccc3)cc2)nnc1-c1cccs1
  Cav3 T inh: -0.54
COCCn1nnnc1C(c1cc(OC)ccc1OC)N1CCc2ccccc2C1 (stereo unspecified)
  Cav3 T inh: -1.2
C=C(C)C(=O)Nc1cccc(C2=NOC3(C2)C[C@@H](C(N)=O)N(C(=O)CC(c2ccccc2)c2ccccc2)C3)c1 (stereo partly specified)
  Cav3 T inh: -0.32
COC(=O)C(C(=O)OC)C(C[N+](=O)[O-])c1ccc(OC)cc1 (stereo unspecified)
  Cav3 T inh: 0.7
COc1ccc2nc(/N=C\N(C)C)sc2c1
  Cav3 T inh: -0.72
CC(=O)N1CCCc2cc(S(=O)(=O)N(C)CCC#N)ccc21
  Cav3 T inh: 0.02
CCOc1ccc(/C(O)=C2/C(=O)C(=O)N(Cc3cccnc3)C2c2ccc(N(C)C)cc2)c(C)c1 (stereo unspecified)
  Cav3 T inh: 0.37
CN(C)/C=C/C=C1C(=O)CCCC1=O
  Cav3 T inh: -0.18
COC(=O)[C@@H]1C[C@@]2(O)[C@H](O)[C@H](O)[C@H](O)C[C@H]2N1Cc1ccc(C(F)(F)F)cc1
  Cav3 T inh: 1.4
COC(=O)c1cccc(NC(=S)NCCC2=CCCCC2)c1
  Cav3 T inh: -1.8

Cc1ccc(C)c2sc(NC(=O)c3ccc(N4C(=O)CCC4=O)cc3)nc12
  Cav3 T inh: -0.23
O=C(Nc1ccc2c(c1)oc1ccccc12)c1ccncc1
  Cav3 T inh: 0.054
O=C1CC2(CCCCC2)Oc2ccc(O)cc21
  Cav3 T inh: 0.33
COc1ccc(-c2csc(C)n2)cc1OC
  Cav3 T inh: 0.15
CCO[C@H]1OC(C(=O)O)=C[C@@H](c2ccccc2)[C@@H]1CCCO
  Cav3 T inh: 1.3
CN(C)c1ccc(C2C3C(=O)NC(=O)C3ON2c2ccc(Cl)cc2)cc1 (stereo unspecified)
  Cav3 T inh: 0.27
Cc1ccc(S(=O)(=O)NCc2cccnc2)s1
  Cav3 T inh: 0.42
C#CCOCCOCCOCCNc1nc(N2CCN(C(=O)C(Cc3ccc(O)cc3)n3cc(C(N)CC(C)C)nn3)CC2)nc(N2CCN(C(=O)C(Cc3cc4ccccc4[nH]3)n3cc(C(N)Cc4ccc(O)cc4)nn3)CC2)n1 (stereo unspecified)
  Cav3 T inh: 0.88
COCCNC(=O)c1ccc(CS(=O)(=O)c2ccc(C)cc2)o1
  Cav3 T inh: 0.87
Cc1c(/C(O)=C2\C(=O)C(=O)N(CCN(C)C)C2c2ccco2)cnn1-c1ccccc1 (stereo unspecified)
  Cav3 T inh: 0.5

Cc1ccc(-n2nc(C)c3c(C)c(CCC(=O)NC(C)c4ccccc4)c(C)nc32)cc1 (stereo unspecified)
  Cav3 T inh: -0.2
Cc1cc(-n2nc(C)cc2C)n2ncc(-c3ccccc3)c2n1
  Cav3 T inh: 1.4
COc1cc2c(cc1OC)C(c1cccs1)N(C(=O)C(C)C)CC2 (stereo unspecified)
  Cav3 T inh: -1.9
CCOC(=O)C1CCCN(C(=O)/C=C/c2cccc([N+](=O)[O-])c2)C1 (stereo unspecified)
  Cav3 T inh: -0.01
CCNC(=S)Nc1cccc(Cl)c1C
  Cav3 T inh: 0.0026
CCCC(c1nnnn1Cc1ccccc1)N1CCC(C(N)=O)CC1 (stereo unspecified)
  Cav3 T inh: 0.6
CCOC(=O)c1cc2ccccc2nc1C
  Cav3 T inh: 0.25
CCC(C)NC(=O)C1CCCCN1S(=O)(=O)c1ccc(F)cc1 (stereo unspecified)
  Cav3 T inh: 0.94
Cc1ccc(-c2cc(C(=O)NCc3ccco3)no2)cc1
  Cav3 T inh: -0.049
COc1cc(C(c2nnnn2C(C)(C)C)N2CCN(c3nc4ccccc4s3)CC2)ccc1O (stereo unspecified)
  Cav3 T inh: -2.3

CC(C)(C)C(=O)NC(=S)Nc1cc(C(=O)O)ccc1Cl
  Cav3 T inh: 1.8
Cc1ccc2c(c1)cc(C)c1nnc(SCC(=O)NCc3ccco3)n12
  Cav3 T inh: -0.4
COc1cccc2sc(Nc3nnc(-c4cccs4)o3)nc12
  Cav3 T inh: -5.6*
CC(C)=CCC/C(C)=C/CN(CC(C)O)CC(C)O (stereo unspecified)
  Cav3 T inh: -0.0026
Cc1cc(C)n(-c2nncn2/N=C/c2ccccc2F)n1
  Cav3 T inh: 1
C=CCc1cccc(/C=N/c2nc3ccccc3n2CC)c1O
  Cav3 T inh: -1.4
COc1ccc(-c2nn(-c3ccccc3)cc2C#N)cc1
  Cav3 T inh: -0.04
CN(C)S(=O)(=O)N1CCN(C(=O)c2ccccc2Cl)CC1
  Cav3 T inh: 0.15
CN(C)Cc1nc2c([nH]1)c(=O)n(C)c(=O)n2C
  Cav3 T inh: 0.85
CCCn1nc(NC(=O)c2ccco2)c2cc3ccc(C)cc3nc21
  Cav3 T inh: -0.37

COc1ccccc1NC(=O)CSc1nnc(Cc2cccn2C)n1CCc1ccccc1
  Cav3 T inh: -2.2
Cc1ccc(NC(=O)/C(=C/c2cccc([N+](=O)[O-])c2)NC(=O)C2CCCCC2)c(C)c1
  Cav3 T inh: 0.96
C[C@H]1C=CC(=O)O[C@H]1c1ccccc1
  Cav3 T inh: 0.98
CCOc1ccc(NC(=O)CN(C)c2ccc(S(=O)(=O)N(C(C)C)C(C)C)cn2)cc1OCC
  Cav3 T inh: 0.75
NC(=O)SC/C(=N\S(=O)(=O)c1ccccc1)Nc1ccccc1
  Cav3 T inh: 0.025
CCOC(=O)C1C(c2cccs2)NC(=O)NC1(O)C(F)(F)F (stereo unspecified)
  Cav3 T inh: 1.2
CC(C)C(=O)Nc1nnc(Sc2ccc(N(C)C)cc2)s1
  Cav3 T inh: -0.5
CC(C)OC(=O)c1nnn(-c2nonc2N)c1CN1CCc2ccccc2C1
  Cav3 T inh: -1.9
Cc1cccc2cc(COC(=O)C(C)(C)C)c(=O)[nH]c12
  Cav3 T inh: 0.52
O=C(Nc1ccon1)c1sc2ccccc2c1Cl
  Cav3 T inh: -0.011

CCCOC(=O)C1C2C=C[C@]3(CN(CCc4ccccc4)C(=O)[C@H]13)O2 (stereo partly specified)
  Cav3 T inh: -0.14
COc1ccccc1N1CCN(C(CNC(=O)c2ccc3c(c2)OCO3)c2cccnc2)CC1 (stereo unspecified)
  Cav3 T inh: 0.76
COc1ccc(OCC(=O)Nc2ccc3c(c2)nc2n3CCSC2)cc1
  Cav3 T inh: 1.4
O=C1c2ccncc2C(=O)N1Cc1cccc(Cl)c1
  Cav3 T inh: 1.7
CCOC(=O)c1c(C)[nH]c(C(=O)COC(=O)c2ccccn2)c1C
  Cav3 T inh: 0.27
O=C(c1ccccc1)c1nc[nH]c1C(=O)Nc1ccccc1
  Cav3 T inh: 0.013
CCS(=O)(=O)N1CCN(C(=O)c2ccco2)CC1
  Cav3 T inh: 0.27
COc1cccc(NC(=O)CC2C(=O)NC3CCCCC3N2C(=O)c2ccc(F)cc2)c1 (stereo unspecified)
  Cav3 T inh: -0.7
COc1cccc(CNc2cnc3ccccc3c2)c1O
  Cav3 T inh: -4.5*
O=C(COc1ccc(Cl)cc1Cl)NCCCn1ccnc1
  Cav3 T inh: -0.2

Cc1ccc(CCNC(=O)C2CCCN(S(=O)(=O)c3c(C)noc3/C=C/N(C)C)C2)cc1 (stereo unspecified)
  Cav3 T inh: -0.1
Cc1cnn(-c2cc(N/N=C/c3ccccc3Cl)ncn2)c1
  Cav3 T inh: -0.58
O=C(CN(Cc1ccco1)C(=O)c1ccccc1)Nc1ccc(Cl)c(Cl)c1
  Cav3 T inh: -8.7*
COc1cccc(/C=N/n2c(SC)nnc2-c2ccccc2)c1O
  Cav3 T inh: -1.3
O=C(Nc1ccccc1-c1ccccc1)C1CCCN(c2ncccn2)C1 (stereo unspecified)
  Cav3 T inh: -0.51
COC(=O)c1ccc(N2C(=O)CC(N(C)CCc3ccc(OC)c(OC)c3)C2=O)cc1 (stereo unspecified)
  Cav3 T inh: -0.044
Cc1cc(C)cc(Oc2nc(C(F)(F)F)nc3ccccc23)c1
  Cav3 T inh: 0.018
CCc1nnc(NC(=O)C2CCN(S(=O)(=O)Cc3ccccc3)CC2)s1
  Cav3 T inh: -0.0071
COc1ccc(CCNC(=O)C(=O)NCc2ccc(C)cc2)cc1OC
  Cav3 T inh: -0.064
COc1ccc(-c2csc(NC(=O)Cn3nc(C)cc3C)n2)cc1
  Cav3 T inh: -0.5

(further entries)
Compound,Cav3 T inh
COc1ccc2c(c1)CCc1c(C(=O)Nc3ccn(Cc4ccc(C)cc4)n3)noc1-2,0.2
CCN(CC)S(=O)(=O)c1ccc(NC(=O)COc2c(OC)cccc2OC)cc1,0.019
Cc1ccc(C)c(N2CCN(S(=O)(=O)c3ccc4[nH]c(=O)c(=O)[nH]c4c3)CC2)c1,-3.1
CCCCN1C(=O)c2ccc(C(=O)NC3=NCCS3)cc2C1=O,-0.37
COC(=O)C1C(=O)CC(C)(O)C(C(=O)OC)C1/C=C/c1ccccc1 (stereo unspecified),1.3
Cc1cc(C)n(C(=O)c2ccc(Cn3nc(C)c(Br)c3C)o2)n1,-1.9
COc1ccc(CCC(=O)N2CCN(S(=O)(=O)c3ccc4ccccc4c3)CC2)cc1,-0.093
CCOC(=O)C1CCCN(CCC(=O)Nc2ccc(F)c(F)c2)C1 (stereo unspecified),1.5
CCCc1c(O)nc(SC2CC(=O)N(c3cc(OC)ccc3OC)C2=O)[nH]c1=O (stereo unspecified),-0.92
Cc1ccc(CN(Cc2cccnc2)C(=O)CN2C(=O)COc3ccccc32)o1,0.83
CCCn1nnc(NC(=O)c2ccc(Cl)cc2Cl)n1,0.0054
O=C(CCc1ccc(S(=O)(=O)N2CCOCC2)cc1)OCc1nc2ccccc2s1,2.4
O=C(COC(=O)c1ccc(Cl)s1)c1cc2ccccc2o1,-0.68
Cc1cc(=O)[nH]c2cc(Cl)ccc12,0.18
Cc1occc1C(=O)NCCCCc1ccccc1,-0.038
COc1ccc(NC(=O)c2ccc(CN3CCN(c4ccccc4)CC3)cc2)cc1,0.56
CCCCNc1nc(=S)[nH]c2cc(OC)c(OC)cc12,1
COc1cccc2cc(C(=O)N3CCN(c4ncccn4)CC3)c(=O)oc12,-0.029
CC(C)(C)N1CC(c2nc3ccccc3n2CCOc2ccccc2)CC1=O (stereo unspecified),-3.9*
Oc1ccc(/C=N/Nc2nccnc2Cl)c(O)c1,1.7
CCOC(=O)C1(CC)NC(c2cccc(F)c2)C2C(=O)N(CC)C(=O)C21 (stereo unspecified),1.2
COc1cc(C)c(CN2CCCCC2CO)cc1C (stereo unspecified),0.33
COc1ccccc1OCCSc1ncnc2nc[nH]c12,0.0099
O=C(NC1CCCCC1)N(Cc1cc2cc3c(cc2[nH]c1=O)OCCO3)CC1CCCO1 (stereo unspecified),-0.007
O=C(Nc1ccccc1-c1ccccc1)c1cccc([N+](=O)[O-])c1,-1.6
Cc1ccc(Nc2nc3nonc3nc2N(C)C)cc1,0.2
C/C=C(/C)C(=O)Nc1cccc(C2=NOC3(C2)C[C@@H](C(N)=O)N(C(=O)C2(C)CC2)C3)c1 (stereo partly specified),-0.7
COC(=O)c1sc2cc(C(F)(F)F)cnc2c1-c1cccnc1,0.63
Cn1c(-c2cccc(OCc3ccccc3)c2)nc2c1c(=O)[nH]c(=O)n2Cc1ccccc1,0.46
CCCC(=O)Nc1ccc(NC(=O)C23CC4CC(CC(C4)C2)C3)cn1,0.36
O=C(CC1SC(=O)N(c2ccccc2)C1=O)Nc1ccccc1 (stereo unspecified),1.1
CCOc1ccc2nc(SCC(=O)NC(=O)NCc3ccco3)sc2c1,-2.7
Cc1cccc(N2CCN(C(c3ccc(N(C)C)cc3)c3nnnn3C(C)(C)C)CC2)c1C (stereo unspecified),-3.4
CN1/C(=C/C(=O)C2CCC2)Sc2ccccc21,-0.29
N#CC1=C(N)C2=C(N3CCCCC3)CCCC2C1(C#N)C#N (stereo unspecified),0.26
CC(=O)Cn1c(C(F)(F)F)nc2ccccc21,-0.27
COC(=O)c1sccc1NC(=O)c1cc(OC)cc(OC)c1,-1.1
COc1ccc(-c2ccc([C@H]3[C@@H]4C=CCC[C@@]4(C)C(=O)N3Cc3ccccc3)c(F)c2)cc1,-0.23
COC(=O)C1=C(C)NC(C)=C(C(=O)OC)C1C1CC=CCC1 (stereo unspecified),-2.8
NC(=O)C1CCN(CCCNC2CC(=O)N(Cc3ccc(N4CCCC4=O)cc3)C2=O)CC1 (stereo unspecified),-0.6
Cc1ccc(C(=O)N2Cc3ccccc3CC2C(=O)O)cc1 (stereo unspecified),0.12
Cn1c(=O)c2c(nc(CN3CCc4ccccc4C3)n2Cc2ccccc2)n(C)c1=O,0.4
CCOC(=O)N1CCN(C(=O)c2c(O)c3cccc4c3n(c2=O)CC4)CC1,0.9
Oc1ccc(-c2n[nH]c(=S)n2Cc2ccccc2)cc1,-0.25
Clc1ccc(SCCCCn2ccnc2)cc1,-0.74
COc1cccc(C(=O)NCCn2ccc3ccccc32)c1,-0.45
CCSc1nnc(NC(=O)CSc2nc3c(c(=O)n2CCOC)SC(C)C3)s1 (stereo unspecified),-0.32
COc1ccccc1N1CCN(C(CNS(=O)(=O)c2ccc(C)cc2)c2cccnc2)CC1 (stereo unspecified),-0.43
O=C(Nc1cccc(F)c1)/C(=C\c1cccnc1)NC(=O)c1cccs1,0.29
COC(=O)N/N=C(C)/C=C/c1ccccc1,0.64
O=C(O)c1ccc(-c2noc(-c3ccccc3Cl)n2)cc1,0.37

Entries listed so far that have a furan ring, fused or not:
Compound,Cav3 T inh
O=C(Nc1ccc2c(c1)oc1ccccc12)c1ccncc1,0.054
COCCNC(=O)c1ccc(CS(=O)(=O)c2ccc(C)cc2)o1,0.87
Cc1c(/C(O)=C2\C(=O)C(=O)N(CCN(C)C)C2c2ccco2)cnn1-c1ccccc1 (stereo unspecified),0.5
Cc1ccc(-c2cc(C(=O)NCc3ccco3)no2)cc1,-0.049
Cc1ccc2c(c1)cc(C)c1nnc(SCC(=O)NCc3ccco3)n12,-0.4
CCCn1nc(NC(=O)c2ccco2)c2cc3ccc(C)cc3nc21,-0.37
CCS(=O)(=O)N1CCN(C(=O)c2ccco2)CC1,0.27
O=C(CN(Cc1ccco1)C(=O)c1ccccc1)Nc1ccc(Cl)c(Cl)c1,-8.7*
Cc1cc(C)n(C(=O)c2ccc(Cn3nc(C)c(Br)c3C)o2)n1,-1.9
Cc1ccc(CN(Cc2cccnc2)C(=O)CN2C(=O)COc3ccccc32)o1,0.83
O=C(COC(=O)c1ccc(Cl)s1)c1cc2ccccc2o1,-0.68
Cc1occc1C(=O)NCCCCc1ccccc1,-0.038
CCOc1ccc2nc(SCC(=O)NC(=O)NCc3ccco3)sc2c1,-2.7
